# HTT cytoprotect: Huntington cell model cytoprotection by ATP luminescence. PC12 HTT-Q103 induced, cytoprotection, ATP luminescence, 40 h. Potency, µM (titrated, usually from 56.4 µM), for the others: cytoprotection (ATP increase), hits mostly activators. 230,000 compounds, 0.14% hits. AID 1471; active = well fitted activation curve with a large enough effect; inconclusive = small, poorly fitted or top-dose-only effect; inactive = no such curve, though single readings can be large or run the other way;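 also: % of control where 0% means no effect; nearly all actives have a fitted effect of over 45% in size; toxic huntingtin expression switched on by the ecdysone agonist tebufenozide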
#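 Readout: ATPlite luminescence (ATP level). Model: stable PC12, inducible Htt exon1 Q103-GFP. Inducer: tebufenozide, 100 nM final. Compounds: dose series. No G418 in medium.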
# Lamin A splicing: changes lamin A minigene splicing in HeLa cells | HeLa LMNA splicing GFP/RFP minigene ratio, 48 h | Potency, µM (titrated, usually from 46.1 µM), inactives show top-dose ratio change, negative = inhibition, actives largely listed as inhibitors | 200,000 compounds, 0.01% hits | AID 1487; active = well fitted inhibition curve with a large enough effect in the signal ratio, with a control signal flat, not every such curve was filed as active; inconclusive = small, poorly fitted or top-dose-only effect, or effect the other way, or a change in a side signal; the % refers to the signal ratio; also: % is scaled to controls: 0 for no effect and ±100 for the full control effect
#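 S3 HeLa cells stably expressing lamin A-EGFP splicing minigene plus DsRed2, 600 cells/well, 48 h compound exposure at 37C. Laser-scanning cytometry; analysed as GFP (500-530 nm)/RFP (575-640 nm) total intensity ratio; 0.5% DMSO vehicle.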
# * marks the source's active call; other numbers are inactive results; u = inconclusive; x = no result given; [ ] = another dose, or the depositor's remark. Potency is read from the fitted curve at half-maximal effect.
canonical_smiles	HTT cytoprotect	Lamin A splicing
O=C(O)c1ccccc1C(=O)Nc1cc2c(cc1Br)-c1ccccc1C2=O	-15%[10 µM]	x
COc1cc(-c2nnc3sc(-c4ccccn4)nn23)cc(OC)c1OC	-13%[0.074 µM]	x
O=C1c2cccc(O)c2C(=O)c2c(O[C@@H]3O[C@H](CO)[C@@H](O)[C@H](O)[C@@H]3O)cccc21	-28%[10 µM]	x
NCc1ccc(C(=O)O)cc1	5%[10 µM]	x
NNC(=O)Cc1cccnc1	-7%[10 µM]	x
C#CCOC(=O)[C@H](N)CC(N)=O	-6%[10 µM]	x
COc1ccc(-c2cc([C@H](O)[C@@H]3CCCCN3)c3ccccc3n2)cc1	-12%[10 µM]	x
CSc1ccc2c(c1)N(CCCN(C)C)c1ccccc1S2	8%[10 µM]	x
CCOc1cc(NC(=O)c2ccco2)c(OCC)cc1NC(=O)COc1ccccc1C	0%[10 µM]	x
Cc1ccc2c(c1)N(CC(=O)NCCN1CCOCC1)C(=O)CO2	-7%	x
Cn1c(C[C@@H](O)c2nc3ccccc3n2C)nc2ccccc21	-8%[10 µM]	x
N[C@@H](CSc1nc2ccccn2c1[N+](=O)[O-])C(=O)O	-3%[10 µM]	x
O=S(O)O.O=S(O)O.[Co].[NH2-].[NH2-].[NH2-].[NH2-]	2%[10 µM]	x
C[C@H]1CCCC2(CC[N+](C)(CCC[N+](C)(C)C)CC2)C1 (stereo not given in full)	-9%[10 µM]	x
C[C@](Cc1ccc(O)c(O)c1)(NN)C(=O)O	-31%[1.9 µM]	x
O=C(O)c1cc2ccccc2c(S(=O)(=O)O)c1O	1%[10 µM]	x
[O-][n+]1c(CN2CCCCC2)nc2cccc3c2c1-c1ccccc1-3	-2%[10 µM]	x
Cc1ccc(/C(O)=C2/C(=O)C(=O)N(CCCn3ccnc3)C2c2cccnc2)cc1 (stereo not given)	-7%	x
Cn1c(=O)oc2cc(S(=O)(=O)NCC3CCCO3)ccc21 (stereo not given)	2%[0.074 µM]	x
COc1cc(C)cc(OC)c1/C=C\C(=O)O	-8%[10 µM]	x
COC(=O)c1ccccc1NC(=O)CN(c1ccccc1)S(=O)(=O)N(C)C	-15%[0.074 µM]	x
O=[N+]([O-])c1ccc(C2=Nn3c(nnc3-c3ccc(Cl)cc3)SC2)o1	-47%[inhibitor][10 µM]	x
CC1CCCCN1Cc1nc2c(c(=O)n(C)c(=O)n2C)n1CCCc1ccccc1 (stereo not given)	-6%[0.074 µM]	x
Cc1ccc(C2c3c(oc4ccccc4c3=O)C(=O)N2c2nnc(C)s2)o1 (stereo not given)	4%[0.074 µM]	x
O=S(=O)(c1ccc(Br)cc1)N1CCN(S(=O)(=O)c2ccc(Br)cc2)CC1	3%[10 µM]	x

# Single records, from the list above. Screens in order: HTT cytoprotect | Lamin A splicing
# Results for Cc1ccc(/C(O)=C2/C(=O)C(=O)N(CCCn3ccnc3)C2c2cccnc2)cc1 (stereo not given) = -7% | x
# Results for NCc1ccc(C(=O)O)cc1 = 5%[10 µM] | x
# Results for O=C1c2cccc(O)c2C(=O)c2c(O[C@@H]3O[C@H](CO)[C@@H](O)[C@H](O)[C@@H]3O)cccc21 = -28%[10 µM] | x

# (more compounds)
canonical_smiles	HTT cytoprotect	Lamin A splicing
O=C(O)c1ccccc1-c1ccccc1C(=O)Nc1ccc2c(c1)Cc1ccccc1-2	-2%[10 µM]	x
CC1CCN(CC[S-])CC1.O.O.[Cl][Pt]	-34%[inhibitor][10 µM]	x
Cc1cccc2cc3ccc4ccccc4c3cc12	1%[10 µM]	x
CCSC[C@@H](N)C(=O)O	6%[10 µM]	x
COc1ccccc1N1CCN(C(=O)Cc2c(C(=O)O)c(C)cn2C)CC1	x	-8%[46 µM]
COc1cccc(CNC(=O)c2ccc3c(c2)nc2n3CCC(C)C2)c1OC (stereo not given)	x	1%[46 µM]
COC(=O)c1ccc(NC(=O)CCn2cnnn2)cc1	x	u
CCOc1ccc(N2CC(NC(=O)Cc3cccs3)CC2=O)cc1 (stereo not given)	x	25%[46 µM]
O=C(NCc1ccccc1)C(=O)NCC(c1ccco1)S(=O)(=O)c1ccc(Cl)cc1 (stereo not given)	x	14%[46 µM]
Cc1cc(=O)n(CC(=O)NC(C)c2ccccc2)c2c1c(C)nn2-c1cccc(F)c1 (stereo not given)	x	-1%[46 µM]
O=C(NC1(C(F)(F)F)C(=O)Nc2c1c(=O)[nH]c(=O)n2-c1ccccc1)c1ccccc1Cl (stereo not given)	x	15%[46 µM]
COc1cc(-c2ccno2)ccc1S(=O)(=O)N1CCN(c2cccc(Cl)c2)CC1	x	u
Cc1nn(CCC(=O)Nc2ccc(Cl)cc2)c(C)c1S(=O)(=O)N1CCCCC1	x	11%[46 µM]
Cc1cccc2sc(N(Cc3cccnc3)C(=O)c3ccco3)nc12	x	-9%[46 µM]
CC(=O)N1CCCc2cc(S(=O)(=O)N3CCCC(C(=O)NCc4ccccc4)C3)ccc21 (stereo not given)	x	u
Cc1ccc(-c2nn(CC(=O)NCc3ccccc3)c3c2cnc2ccc(F)cc23)cc1C	x	3%[46 µM]
CCc1cccc(NC(=O)CSC2=Nc3ccccc3N=C(c3ccc(F)cc3)C2)c1	x	-3%[46 µM]
CCN(CC)c1ccc(C(=O)NCc2ccc3c(c2)CCN3C(C)=O)cc1	x	u
CC1CCCCN1C(=O)CN1CCSc2ccccc21 (stereo not given)	x	12%[46 µM]
Cc1c(C(=O)NCc2ccccc2)sc2nc[nH]c(=O)c12	x	13%[46 µM]
CC(C)Cn1c(SCc2cccc(F)c2)nc2ccsc2c1=O	x	u
O=C(NC1CC(=O)N(c2ccc(F)cc2)C1)C1CC1 (stereo not given)	x	3%[46 µM]
CCOCCc1nn2c(=O)cc(COC(=O)COc3ccc(C)c(C)c3)nc2s1	x	1%[46 µM]
O=C(Nc1ccc(S(=O)(=O)Nc2ccccc2)cc1)N1CCCC1	x	-14%[46 µM]
COc1ccc(S(=O)(=O)N2Cc3ccccc3CC2C(=O)Nc2ccc(C)cc2)cc1OC (stereo not given)	x	-11%[46 µM]

# The final 5 records of the part above open the next one.
canonical_smiles	HTT cytoprotect	Lamin A splicing
CC(C)Cn1c(SCc2cccc(F)c2)nc2ccsc2c1=O	x	u
O=C(NC1CC(=O)N(c2ccc(F)cc2)C1)C1CC1 (stereo not given)	x	3%[46 µM]
CCOCCc1nn2c(=O)cc(COC(=O)COc3ccc(C)c(C)c3)nc2s1	x	1%[46 µM]
O=C(Nc1ccc(S(=O)(=O)Nc2ccccc2)cc1)N1CCCC1	x	-14%[46 µM]
COc1ccc(S(=O)(=O)N2Cc3ccccc3CC2C(=O)Nc2ccc(C)cc2)cc1OC (stereo not given)	x	-11%[46 µM]
CC(C)OC(=O)c1c(NC(=O)c2cc3nc(-c4ccccc4)cc(C(F)(F)F)n3n2)sc2c1CCCC2	x	u
Cc1oc2ncn(CC(C)C)c(=O)c2c1C(=O)NCCCN(Cc1ccccc1)C(C)C	x	-4%[46 µM]
COc1ccc(OC)c(NC(=O)C2CCN(S(=O)(=O)c3ccc4c(c3)CCCC(=O)N4)CC2)c1	x	4%[46 µM]
CCCNc1ncnc2c1c(-c1ccccc1)cn2-c1ccc(OCC)cc1	x	u
CC(=O)c1cccc(NC(=O)C2CCN(S(=O)(=O)c3ccc4[nH]c(=O)ccc4c3)CC2)c1	x	u
COc1ccc(CNC(=O)CCCN2C(=O)CCn3nc(-c4cn(C)c5ccccc45)cc32)cc1	x	-8%[46 µM]
COc1ccc(-c2nnc(SCC(=O)Nc3cccc(C)c3)s2)cc1	x	1%[46 µM]
O=c1c2c3c(sc2nnn1Cc1ccc(F)cc1)CCCC3	x	-19%[46 µM]
COc1cccc(/C=C/c2onc(C)c2S(=O)(=O)N2CCC(C(=O)N3CCCCC3)CC2)c1	x	1%[46 µM]
Cc1nn(-c2ccc(N3CCCC3)nn2)c(C)c1CCC(=O)NCc1ccc(F)cc1	x	10%[46 µM]
Cc1ccc(-n2ccnc(NCCc3ccccc3)c2=O)cc1C	x	2%[46 µM]
CCOCCn1ccc2c(OCC(=O)Nc3ccc(C(N)=O)cc3)cccc2c1=O	x	-7%[46 µM]
CC(=O)OCc1cnc(C)c2oc(=O)c(C(=O)Nc3ccc(F)cc3C)cc12	x	-3%[46 µM]
CCN(CC)c1ccc(CNS(=O)(=O)c2cc3c(cc2C)NC(=O)CO3)cc1	x	-18%[46 µM]
Cc1ccc(-n2c(SCc3ccccc3F)nc3[nH]ncc3c2=O)cc1C	x	u
CCc1ccc(-n2nc(C)c3c(C)cc(=O)n(CC(=O)Nc4ccccc4C(=O)OC)c32)cc1	x	-1%[46 µM]
COc1ccc(C)c2sc(N(Cc3cccnc3)C(=O)COc3ccccc3)nc12	x	u
CCN(CC)C(=O)c1sc2c(c1C)c(=O)n(Cc1ccccc1)c(=O)n2Cc1ccc(Cl)cc1	x	12%[46 µM]
CCc1ccc(-n2nc(C)c3c(C(=O)N4CCN(c5cccc(Cl)c5)CC4)cc(C)nc32)cc1	x	u
CCCN(CCC)c1nn2c(=O)c(C(=O)NCc3cccc(OC)c3)cnc2s1	x	u
CS(=O)(=O)N(CC(=O)Nc1ccc(Br)cc1)c1ccccc1Br	x	-2%[46 µM]
COc1cccc(N2CC(NC(=O)c3cc(Cl)ccc3OC)CC2=O)c1 (stereo not given)	x	-14%[46 µM]
O=C(Nc1ccccc1C(F)(F)F)c1ncoc1-c1ccco1	x	u
Cc1ccc(/C=C/c2onc(C)c2S(=O)(=O)N2CCC(C(=O)Nc3ccc(C)c(N(C)C)c3)CC2)cc1	x	3%[46 µM]
Cc1cccc(NC(=O)CSc2nc3c([nH]c4ccccc43)c(=O)n2C)c1C	x	-4%[46 µM]
Cc1ccc(Cn2c(SCC(=O)NCc3ccccc3Cl)nc3ccsc3c2=O)cc1	x	13%[46 µM]

# In a second layout: two of the compounds above
# Below each compound – HTT cytoprotect | Lamin A splicing
O=C(NCc1ccccc1)C(=O)NCC(c1ccco1)S(=O)(=O)c1ccc(Cl)cc1 (stereo not given)
    x | 14%[46 µM]
Cc1cc(=O)n(CC(=O)NC(C)c2ccccc2)c2c1c(C)nn2-c1cccc(F)c1 (stereo not given)
    x | -1%[46 µM]

# Not all compounds are listed; count on the stated rates, not on these rows.
